# SNCA viab count = reduces viability of HEK-293 SNCA reporter cells | HEK-293-SNCA-luc viability, GF-AFC fluorescence, 24 h | Potency, µM (doses to about 57.1 µM), inactives show at the highest dose activity change, negative = cytotoxicity, most hits filed as cytotoxic | 0.12% of 150,000 active | AID 1671193;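 further: 0% = DMSO-treated cells and -100% = medium-only wells without cells; nearly all actives have a fitted effect of over 30% in size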
#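 HEK-293-SNCA-luc cells (1500/well) plated 24 h, then exposed 24 h to a dilution series; GF-AFC added 30 min at 37C, fluorescence 405/540 nm; normalised to medium-only and DMSO wells, Hill fit.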
# SNCA expr inhib = inhibitors of alpha-synuclein (SNCA) gene expression | HEK-293 SNCA-luciferase knock-in, luminescence, 24 h | Potency, µM (series often up to 57.2 µM), for the others: at the highest dose activity change, negative = inhibition, most hits filed as inhibitors | 0.17% of 140,000 active | AID 1671194;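 further: plate controls were DMSO cells for no effect and cell-free wells for full effect; nearly all actives have a fitted effect of over 45% in size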
# * hit, by the source's call; ? = inconclusive; [ ] = another dose, or the depositor's remark. The call rests on the fitted dose curve; in most records, active means well fitted curve in the direction sought with a large enough effect; inconclusive means small, poorly fitted or top-dose-only effect, or another doubt; inactive means no such curve, though single readings can be large; an effect the other way counts as inactive or inconclusive. Potency means the concentration at half of the fitted maximal effect. The list is partial; the hit share may differ from the screen's.
SMILES,SNCA viab count,SNCA expr inhib
CN1CC[C@@]2(CCCN(C(=O)c3ccco3)C2)C1,-8%,-7%
c1ccc(N2CC[C@@]3(CCCNC3)C2)nc1,0%,9%
O=C(Nc1cccc(F)c1)N1CC[C@@]2(CCCN(C(=O)Oc3ccccc3)C2)C1,?,8%
O=C(c1cnccn1)N1CCC2(CC1)CN(Cc1ccncc1)C2,-16%,-9%
c1csc(CN2CCC3(CCNCC3)CC2)n1,-5%,-23%
O=C(Oc1ccccc1)N1CCC[C@@]2(CCN(Cc3nccs3)C2)C1,-12%,5%
CN1CC[C@@]2(CCCN(C(=O)Oc3ccccc3)C2)C1,0%,14%
c1cnc(N2CCCC3(CCNCC3)C2)nc1,-3%,-16%
c1ccc(N2CCC3(CCNCC3)CC2)cc1,?,9%
CN1CC[C@@]2(CCCN(C(=O)c3ccncc3)C2)C1,-7%,1%
CC(C)CN1CCCC2(CCN(C(=O)Oc3ccccc3)CC2)C1,-15%,20%
COc1ccc(NC(=O)N2CC[C@@]3(CCCN(C(=O)Oc4ccccc4)C3)C2)cc1,-8%,34%[activator]
O=C(Oc1ccccc1)N1CCC2(CCN(Cc3ccncc3)CC2)CC1,-10%,-15%

# Ordered by heavy-atom count (high to low): 6 of the compounds above
SMILES,SNCA viab count,SNCA expr inhib
COc1ccc(NC(=O)N2CC[C@@]3(CCCN(C(=O)Oc4ccccc4)C3)C2)cc1,-8%,34%[activator]
O=C(Oc1ccccc1)N1CCC2(CCN(Cc3ccncc3)CC2)CC1,-10%,-15%
CC(C)CN1CCCC2(CCN(C(=O)Oc3ccccc3)CC2)C1,-15%,20%
CN1CC[C@@]2(CCCN(C(=O)c3ccncc3)C2)C1,-7%,1%
c1csc(CN2CCC3(CCNCC3)CC2)n1,-5%,-23%
c1ccc(N2CC[C@@]3(CCCNC3)C2)nc1,0%,9%

# By substructure: those above containing sulfur
SMILES,SNCA viab count,SNCA expr inhib
c1csc(CN2CCC3(CCNCC3)CC2)n1,-5%,-23%
O=C(Oc1ccccc1)N1CCC[C@@]2(CCN(Cc3nccs3)C2)C1,-12%,5%
